# Bioassay records (PubChem)
# ERK EGF inh: inhibitors of EGF-stimulated ERK signaling pathway; HEK293-V1b, EGF-stimulated phospho-ERK AlphaScreen; 0.41% of 130,000 active; Potency, µM (highest dose often 11.5 µM), for the others: at the highest dose activity change, negative = inhibition, usual class: inhibitors; AID 1454; active = well fitted inhibition curve with a large enough effect; inconclusive = small, poorly fitted or top-dose-only effect, or effect the other way;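 also: plate controls were stimulated vehicle wells for no effect and unstimulated vehicle basal for full effect; nearly all actives have a fitted effect of over 55% in size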
#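 EGF-stimulated (25 nM, 5 min) phospho-ERK in HEK293 cells stably expressing V1b, cells pretreated 30 min with compound at 37C. Homogeneous AlphaScreen read on lysates.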
# * marks the source's active call; other numbers are inactive results; u = inconclusive; [ ] = another dose, or the depositor's remark. Potency is read from the fitted curve at half-maximal effect.
Molecule | ERK EGF inh
C=CCNC(=S)NNC(=O)c1ccc(Br)cc1 | 2%
NNc1nc2sc3c(c2c(=O)n1-c1ccccc1)CCCC3 | -12%[57.5 µM]
CN(CCc1ccccn1)C(=S)NC(=O)c1ccco1 | -2%
O=C1C(Cl)=C(Nc2ccc(O)cc2)C(=O)c2ccccc21 | u
O=c1cc(-c2ccc(O)c(O)c2)oc2c(C3O[C@H](CO)[C@@H](O)[C@H](O)[C@H]3O)c(O)cc(O)c12 (some centres undefined) | -8%
O=C(CSC1=NNC(c2ccccn2)S1)Nc1ccc(C(F)(F)F)cc1 (centres undefined) | 12%[57.5 µM]
O=C(Nc1ccc(C(=O)N2CCOCC2)cc1)c1cccc([N+](=O)[O-])c1 | 6%
COc1ccccc1/C=C1\Cc2ccccc2C1=O | -1%[57.5 µM]
Cn1nc(C(=O)Nc2ccc3c(c2)OCCO3)cc1C(=O)O | 4%
CC(C)N1CCN(Cc2cccc(-n3cccn3)c2)CC1CCO (centres undefined) | -4%
CCCn1nnc(NC(=O)c2ccc3ccccc3c2)n1 | 4%
O=C1NC(c2ccccc2)=C(c2ccc3ccccc3n2)C(c2ccccc2)N1 (centres undefined) | -4%
O=C(Oc1nsnc1N1CCCCC1)N1CCOCC1 | -1%
CCCCNC(=O)c1cc2cccc([N+](=O)[O-])c2[nH]1 | -29%[57.5 µM]
COc1cc(/C=C/C(=O)Nc2ccncc2)cc(OC)c1OC | 7%
Cn1cc(Cl)c(/C=C(\C#N)S(=O)(=O)c2ccccc2)n1 | -12%[57.5 µM]
O=C(N/N=C/c1cccnc1)c1cc(-c2ccccc2OCc2ccccc2)n[nH]1 | 0%[57.5 µM]
Cc1sc2ncn(CC(=O)NCc3ccco3)c(=O)c2c1-c1ccccc1 | -6%
COCCOC(=O)C1=C(C)OC(N)=C(C#N)C1c1ccco1 (centres undefined) | 3%
COc1ccc(NC(C)=O)cc1CNC(=O)COc1c(C)c(C)cc(C)c1C | 4%
NC(=O)c1coc(-c2ccccc2)n1 | -2%
O=Cc1ccccc1OCc1nnsc1Cl | 2%
CCCCOC(=O)Nc1ccc(C(C)C)cc1 | -2%
O=C(Cc1cccs1)N/N=C/c1ccc(OCc2ccccc2)cc1 | 3%
CCN(CC)c1ccc(/C=N/NC(=O)c2ccoc2C)cc1 | -7%[57.5 µM]
CC(C)CC(=O)NC(=S)Nc1ccc(CN2CCOCC2)cc1 | 3%[57.5 µM]
CCCOC(=O)/C=C/c1c(C)[nH]c(=O)[nH]c1=O | -4%
C#CCN(C)CCCOc1ccc(Cl)cc1Cl | u
COc1ccc(C2CC(=O)Oc3c(C(CCN4CCCC(C)C4)c4ccc(N(C)C)cc4)c(OC)cc(OC)c32)cc1 (centres undefined) | -16%[57.5 µM]
Cc1[nH]c2ccccc2c1/C=N/NC(=O)CNC(=O)c1ccco1 | -3%[57.5 µM]
O=C(NC(=S)NCc1nc2ccccc2[nH]1)c1ccc(F)cc1 | 2%
O=C(COC(=O)/C=C/c1cccc(C(F)(F)F)c1)Nc1cccc2ccccc12 | 19%
Cc1cccc(SCC(=O)Nc2ccccc2[N+](=O)[O-])c1 | -23%
CCN[C@@H]1CN(CCCOC)S(=O)(=O)c2sc(S(N)(=O)=O)cc21 | 9%[25.7 µM]
COC(=O)COc1ccc(NS(=O)(=O)c2cccc([N+](=O)[O-])c2)cc1 | -1%
Cc1nc(SCC(=O)c2ccc(F)c(F)c2)[nH]c(=O)c1Oc1ccc(F)cc1 | -10%[57.5 µM]
O=Cc1sc(=O)n(Cc2cccc(C(=O)O)c2)c1Cl | -4%[57.5 µM]
Cc1cc(NS(=O)(=O)c2ccc(NC(=S)NCc3ccccc3)cc2)no1 | -3%
Cn1nc(C(C)(C)C)cc1C(=O)NNC(=O)c1ccccc1Cl | -9%[57.5 µM]
COC(=O)Cn1c(=NC(=O)CN2C(=O)CCC2=O)sc2cc(S(N)(=O)=O)ccc21 | -7%
COc1ccc2c(c1)CCC(C)N2C(=O)C(=O)c1c[nH]c2ccccc12 (centres undefined) | 4%[57.5 µM]
CCOc1ccc(NC(=S)Nc2ccc(Br)cc2Cl)cc1 | 0%
CNC(=S)NNC(=O)c1ccccc1F | 0%
CC(C)Cc1ccc(C(C)C(=O)Nc2ncccn2)cc1 (centres undefined) | u
CC(C)c1ccc(NC(=O)c2sccc2-n2cccc2)cc1 | -4%[57.5 µM]
O=C(CCc1ccc(S(=O)(=O)NCc2ccccc2)cc1)NCc1cccnc1 | 1%
COc1ccc2oc(=O)c(-c3nnc(N)s3)cc2c1 | 3%
O=C(CSc1nc2ccccc2[nH]1)Nc1c(F)c(F)c(F)c(F)c1F | -2%[57.5 µM]
Cc1ccccc1-c1cnn(-c2cccc([N+](=O)[O-])c2)c1N | -5%
CC1(CC(=O)N/N=C/c2ccc(-c3ccc(Cl)cc3)o2)OCCO1 | 7%
C#CCOCCOCCOCCNc1nc(N2CCN(C(=O)[C@H]([C@@H](C)CC)n3cc([C@@H](N)Cc4ccc(O)cc4)nn3)CC2)nc(N2CCN(C(=O)[C@H](Cc3ccc(O)cc3)n3cc([C@@H](N)C(C)CC)nn3)CC2)n1 (some centres undefined) | -9%[57.5 µM]
Cc1ccc(-c2c(C(=O)Nc3ccccc3C)c(C)[nH]c(=S)c2C#N)o1 | 24%
Cc1nc2c(ccc3nc(NC(=O)C4CC4)sc32)s1 | -5%
CCOC(=O)c1c(/N=C/c2cc([N+](=O)[O-])ccc2O)sc(C)c1C | 7%
O=C(COc1ncnc2scc(-c3ccccc3)c12)NCCN1C(=O)CSC1=O | 0%
CC(NC(=O)C1CCN(S(=O)(=O)c2cnc[nH]2)CC1)c1ccccc1 (centres undefined) | -8%

# (more compounds)
Molecule | ERK EGF inh
CC1(C)CC(=O)C2=C(C1)N(c1cccc(Cl)c1)C(=O)NC2(C(F)(F)F)C(F)(F)F | -3%
O=C(CSc1ccccc1C(=O)O)NCc1ccccc1 | 7%
C#CC1(NC(=O)NC(C)(C)C)CCCCC1 | -5%[57.5 µM]
CCOC(=O)CCC(=O)Nc1ccc(S(=O)(=O)N2CCC(C)CC2)cc1 | 3%
CCN(CC(=O)Nc1ccccc1Br)C1CCCCC1 | -5%
O=C(CSc1nnc2ccccn12)NNC(=O)c1ccc([N+](=O)[O-])cc1 | 3%[57.5 µM]
COC(=O)c1sc(C(C)(C)C)cc1CS(=O)(=O)c1ccc(Cl)cc1 | 6%[57.5 µM]
COC(=O)C/C=C/[C@@H](C)[C@H](OC)c1c(Br)ccc2c1OCO2 | -8%
COc1ccc(N2C(=O)c3ccccc3NC2c2ccc(OC)c(CN3CCOCC3)c2)cc1 (centres undefined) | -5%[57.5 µM]
CCN(CC)S(=O)(=O)c1cccc(-c2nnc(SCC(N)=O)n2N)c1 | -2%[57.5 µM]
Cc1cc([N+](=O)[O-])nn1CCCC(=O)Nc1c(C)n(C)n(-c2ccccc2)c1=O | -11%
CCC(=O)C(C(=O)OC)[C@H](CCc1ccccc1)NC(=O)OC (some centres undefined) | -5%
CCOC(=O)N1CCN(C(=O)C2CCN(CC3CCCCC3)CC2)CC1 | 2%
COC(=O)CCNCCSc1nnc(-c2ccco2)n1Cc1ccccc1 | 2%[57.5 µM]
CN(N=O)C(=O)N[C@H]1[C@@H](O)[C@H](O)[C@H](CO)O[C@@H]1O | -2%[25.7 µM]
O=C(Cn1cnc2c(nnn2Cc2ccccc2)c1=O)c1ccc(Cl)cc1 | 4%

# Ordered by number of heavy atoms (rising): some entries from above
Molecule | ERK EGF inh
CNC(=S)NNC(=O)c1ccccc1F | 0%
C#CCN(C)CCCOc1ccc(Cl)cc1Cl | u
COc1ccccc1/C=C1\Cc2ccccc2C1=O | -1%[57.5 µM]
CN(CCc1ccccn1)C(=S)NC(=O)c1ccco1 | -2%
CCOC(=O)CCC(=O)Nc1ccc(S(=O)(=O)N2CCC(C)CC2)cc1 | 3%
Cc1nc(SCC(=O)c2ccc(F)c(F)c2)[nH]c(=O)c1Oc1ccc(F)cc1 | -10%[57.5 µM]
COc1ccc(C2CC(=O)Oc3c(C(CCN4CCCC(C)C4)c4ccc(N(C)C)cc4)c(OC)cc(OC)c32)cc1 (centres undefined) | -16%[57.5 µM]

# Remaining list, next part:
Molecule | ERK EGF inh
Cc1cc(C(=O)COc2cccnc2[N+](=O)[O-])c(C)n1-c1ccccc1F | -2%[57.5 µM]
Cn1nc(C(C)(C)C)cc1C(=O)O | 7%
COc1ccc(S(=O)(=O)N2CCCCCC2)cc1N | -9%
COc1ccc(CN2CCNC(=O)C2CC(=O)NCCSc2nccn2C)cc1OC (centres undefined) | 3%
COc1ccc(/C=N/OC(=O)Nc2ccccc2OC)cc1 | -3%
CCCOc1ccc(/C=N/Nc2ccc(C(=O)O)cc2)c(OCCC)c1 | -3%
C/C(Cn1nnc2ccccc21)=N\NC(=O)c1cccc(Br)c1 | 10%
O=C(N/N=C/C=C/c1ccco1)c1ccncc1 | 8%[57.5 µM]

# The listing continues.
SMILES	ERK EGF inh
Cc1ccc(C)c(OCCn2cc(/C=C(\C#N)C(=O)NCc3ccco3)c3ccccc32)c1	-1%
Cc1ccc(C)c(N2CC(C(=O)O)CC2=O)c1 (centres undefined)	-8%
CCC(=O)c1ccc(O)cc1	-2%[57.5 µM]
CN1CCN(Cc2nc(-c3cccs3)no2)CC1c1ccccc1 (centres undefined)	-46%
C/C(=N\NC(=O)c1ccc(C)cc1C)c1ccc(-n2ccnc2)cc1	4%
Cn1nc(C(F)(F)F)c(-c2ccc(F)cc2)c1NC(=O)c1cccnc1	5%[57.5 µM]
Cc1[nH]n(-c2ccc([N+](=O)[O-])cc2)c(=O)c1C=NCCc1c(C)[nH]c2ccccc12	6%
Cc1nnc2ccc(-c3cccc(NC(=O)Cc4cccs4)c3)nn12	-10%
O=c1c2ccccc2nc(-c2cccs2)n1-c1cccc2ccccc12	8%
C=C(C)C(=O)c1ccc(OC)cc1	-1%
N=c1oc2cc(O)ccc2cc1C(=O)Nc1ccccn1	4%
NC1=NC(=O)C2(COC(c3ccccc3Cl)OC2)S1 (centres undefined)	-4%
CC(=O)Nc1ccc(NC(=O)c2ccccc2S(=O)(=O)c2ccc([N+](=O)[O-])cc2)cc1	2%
Cc1ccc(CSc2nnc(-c3cccs3)n2C)cc1	-3%
NC(N)=NS(=O)(=O)c1ccc(NC(=S)NC(=O)c2ccc3c(c2)OCO3)cc1	-1%
CCCCCOC(=O)Cn1c(=O)oc2ccc(C)cc21	1%
CCCCN(C)C(=O)c1nc2ccccn2c1CN1CCN(c2ncccn2)CC1	4%[57.5 µM]
CCN(CC)c1ccc(C(=O)OCC(=O)Nc2cc3oc4ccccc4c3cc2OC)cc1	8%
CN1C(C(=O)NCc2ccccc2)CC2Cn3c(nc4ccccc43)C21 (centres undefined)	1%[57.5 µM]
Cc1cccc(N2N=C(C(=O)Nc3nc(C)cs3)CCC2=O)c1	-11%
O=C(CSc1nc2ccsc2c(=O)n1Cc1ccc(C(=O)O)cc1)NCC1CCCO1 (centres undefined)	4%
COc1ccc(NS(=O)(=O)c2cccc(C(=O)N/N=C/c3cn(-c4ccccc4)nc3-c3ccccc3)c2)cc1	-10%[57.5 µM]
N#CCCN(Cc1ccncc1)C(=S)NC1CC2C=CC1C2 (centres undefined)	6%[57.5 µM]
COc1ccccc1CN1C[C@@H]2C[C@@H](c3cccc(C)c3)N3CCC[C@@]23C1=O	-3%[57.5 µM]
CCOc1ccccc1N(CC(=O)Nc1ccc(S(=O)(=O)N2CCOCC2)cc1)S(=O)(=O)c1ccc(Cl)cc1	5%
Fc1ccccc1/C=N/n1c(-c2cccnc2)n[nH]c1=S	2%[57.5 µM]
CCOCCOC(=O)COc1ccc2c(-c3ccccc3)cc(=O)oc2c1	-5%
COC(=O)C(C(=O)Nc1ccccc1C)C1CCCCCC1 (centres undefined)	-1%
CCOc1cc(NC(=S)NCCCN2CCOCC2)c(OCC)cc1NC(=O)C1CCCCC1	4%
C=CCN(CC=C)CCOc1cc(C)ccc1[N+](=O)[O-]	-2%
CC1CN/C(=C\C(=O)c2ccc(Br)cc2)C(=O)N1 (centres undefined)	-4%
COc1ccc(C(=O)CC(=O)C(=O)Nc2cc(Cl)c(OC)cc2OC)cc1	-6%
CCCN(C(=O)C(=O)Nc1ccc2nc3n(c(=O)c2c1)CCCCC3)c1ccc(OCC)cc1	13%[57.5 µM]
O=C1CCc2ccc(NC(=O)C3CC3)cc2N1	5%
Cc1cccc(NS(=O)(=O)c2cnc(Cl)c(Br)c2)n1	-8%
CCSC(=S)c1c(C)[nH]n(-c2ccccc2)c1=O	-8%[57.5 µM]
COc1ccc(S(=O)(=O)CCc2nnc(NC(C)=O)s2)cc1	-2%
Cc1cc(=O)oc2c1c(C)nn2-c1ccc(Br)cc1	-4%
O=[N+]([O-])c1ccccc1O[C@@H]1O[C@H](CO)[C@H](O)[C@H](O)[C@H]1O	2%[57.5 µM]
Cc1cc(N)n(-c2ccc(Cl)cc2)n1	-11%
CCOC(=O)c1c(CSc2ccccc2)n(C)c2ccc(O)c(CN3CCOCC3)c12	u
CC(C)(C)OC(=O)N1CC(O)CC1C(=O)OCC(=O)c1ccc(Cl)cc1 (centres undefined)	-3%[57.5 µM]
O=c1c(-c2ccccc2)nc2cncnc2n1Cc1ccccc1Cl	9%
COc1ccc(N(CC(=O)N2CCN(c3ccccc3F)CC2)S(=O)(=O)c2c(C)n[nH]c2C)cc1	-4%
CCn1c2ccccc2n2c(=O)c(=O)n(CC(=O)Nc3ccc(C(C)C)cc3)nc12	-1%
Cc1nc2c(c(C)nn2-c2ccccc2)c(C)c1CCC(=O)Nc1ccc(CN2CCCC2)cc1	u

# No new results follow: entries from further up.
SMILES	ERK EGF inh
O=c1c(-c2ccccc2)nc2cncnc2n1Cc1ccccc1Cl	9%
COc1ccc(N(CC(=O)N2CCN(c3ccccc3F)CC2)S(=O)(=O)c2c(C)n[nH]c2C)cc1	-4%
CCn1c2ccccc2n2c(=O)c(=O)n(CC(=O)Nc3ccc(C(C)C)cc3)nc12	-1%
Cc1nc2c(c(C)nn2-c2ccccc2)c(C)c1CCC(=O)Nc1ccc(CN2CCCC2)cc1	u

# An excerpt; count on the stated rates, not on these rows.
